# Epigenetic derep = epigenetic control regulation, reporter derepression; murine LDR cells, GFP reporter derepression, 30 h; actives 0.2% (n = 280,000); Potency, µM (top dose mostly 53.9 µM), for inactives: top-dose GFP activation, hits mostly activators; also: % of control where 0% means no effect; nearly all actives have a fitted effect of over 60% in size
#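 Derepression of a silenced CMV-GFP reporter in murine LDR cells is scored by enumerating GFP-positive cells with a laser-scanning microplate cytometer after 30 hours of treatment at 37 C.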
# GAA glycogen mod = GAA glycogen-cleavage inhibition or activation | P10253 | recombinant GAA, glycogen substrate, Amplex Red glucose oxidase fluorescence | Potency, µM (top dose mostly 76.4 µM), inactives show top-dose activity change, negative = inhibition, usual class: inhibitors | actives 0.38% (n = 300,000) | AID 2100;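 also: 0% = full enzyme reaction and -100% = no-enzyme basal signal; the screen sought inhibitors and activators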
#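 qHTS, 1536-well; enzyme 4 nM final; cpd up to 77 uM; substrate bovine liver glycogen 30 ug; 50 mM citrate/phosphate pH 5.0, 0.01% Tween-20; 37 C, 40 min; Amplex Red detection 45 min RT; Hill fit → AC50.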
# aGal spleen mod = inhibitors or activators of human alpha-galactosidase in spleen homogenate | actives 0.008% (n = 240,000) | human spleen homogenate, 4MU-alpha-Gal fluorescence, 40 min | Potency, µM (highest dose often 80 µM), inactives show at the top dose activity change, negative = inhibition, usual class: inhibitors;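 also: 0% = enzyme with vehicle and -100% = no enzyme basal signal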
# Target sequence (P06280 32-429 limits assumed): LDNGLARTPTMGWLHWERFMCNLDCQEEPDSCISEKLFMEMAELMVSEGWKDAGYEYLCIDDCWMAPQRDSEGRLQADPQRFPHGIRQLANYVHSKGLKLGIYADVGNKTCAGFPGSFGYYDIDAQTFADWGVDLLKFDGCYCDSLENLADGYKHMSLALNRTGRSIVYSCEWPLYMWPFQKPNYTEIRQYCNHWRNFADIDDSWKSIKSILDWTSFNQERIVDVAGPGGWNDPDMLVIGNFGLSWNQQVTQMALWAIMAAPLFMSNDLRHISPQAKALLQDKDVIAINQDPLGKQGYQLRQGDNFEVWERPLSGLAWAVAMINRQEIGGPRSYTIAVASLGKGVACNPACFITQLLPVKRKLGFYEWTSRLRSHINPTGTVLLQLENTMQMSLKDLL
#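 Spleen homogenate 1 ug + cpd (titration) + 4-MU-alpha-D-galactopyranoside 1 mM; 37C 40 min; 50 mM citrate/phosphate pH 5.0, 0.01% Tween-20; stop pH 10; fluorescence 365/440; AC50 via Hill.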
# ALDH1A1 block = blocks purified human ALDH1A1 activity. P00352. Purified ALDH1A1, NADH fluorescence, propionaldehyde substrate. Potency, µM (highest dose often 75.3 µM), inactives show at the top dose activity, negative = inhibition, hits mostly inhibitors. actives 7.3% (n = 220,000); active = well fitted inhibition curve with a large enough effect, not every such curve was filed as active; inconclusive = small, poorly fitted or top-dose-only effect, or another doubt; inactive = no such curve, though single readings can be large or run the other way;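 also: plate controls were no enzyme wells and a reference inhibitor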
# Target sequence (P00352 whole entry, looked up): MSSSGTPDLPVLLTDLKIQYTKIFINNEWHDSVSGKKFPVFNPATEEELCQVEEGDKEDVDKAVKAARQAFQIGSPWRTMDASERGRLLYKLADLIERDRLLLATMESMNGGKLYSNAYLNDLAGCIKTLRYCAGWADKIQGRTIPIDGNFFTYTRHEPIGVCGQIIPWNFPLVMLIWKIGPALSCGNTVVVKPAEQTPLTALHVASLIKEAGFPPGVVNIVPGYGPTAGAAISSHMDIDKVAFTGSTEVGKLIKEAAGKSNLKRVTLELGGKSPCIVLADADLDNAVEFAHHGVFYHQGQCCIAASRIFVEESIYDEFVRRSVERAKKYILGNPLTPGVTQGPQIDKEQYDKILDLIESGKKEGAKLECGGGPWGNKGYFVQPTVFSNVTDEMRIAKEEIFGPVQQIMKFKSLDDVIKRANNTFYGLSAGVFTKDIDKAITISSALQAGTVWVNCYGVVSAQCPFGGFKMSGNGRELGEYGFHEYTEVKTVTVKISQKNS
# NPSR antag = antagonists of human neuropeptide S receptor cAMP signaling; Q6W5P4; CHO-NPSR cells, cAMP TR-FRET, antagonist mode; Potency, µM (series often up to 38.3 µM), for inactives: top-dose activity change, negative = inhibition, usual class: inhibitors; actives 1% (n = 220,000); also: % is scaled to controls: 0 for no effect and ±100 for the full control effect; nearly all actives have a fitted effect of over 50% in size; many of its hits are not listed in these tables
# GAA spleen mod = inhibits or activates alpha-glucosidase in human spleen homogenate | human spleen homogenate, 4-MU-alpha-glucoside fluorescence | Potency, µM (top dose mostly 79.9 µM), for the others: at the highest dose activity change, negative = inhibition, usual class: inhibitors | actives 0.006% (n = 240,000) | AID 2112;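 also: 0% = enzyme with vehicle and -100% = no enzyme basal signal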
#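 Human spleen homogenate (1 ug) with 4-methylumbelliferyl-alpha-D-glucopyranoside (1 mM final) in 50 mM citrate/phosphate pH 5.0, 0.01% Tween-20; 40 min at 37 C. Stopped at pH 10; 4-MU fluorescence Ex 365/Em 440 nm; AC50 by Hill fit.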
# Tau fluor counter = counter-screen for tau fibril formation inhibitors; actives 0.93% (n = 280,000); Potency, µM (titrated, usually from 57.7 µM), for the others: at the top dose activity change, negative = decrease; AID 1463; tau K18 P301L Alexa594 fluorescence, heparin fibrillization; also: % is scaled to controls: 0 for no effect and ±100 for the full control effect; nearly all actives have a fitted effect of over 55% in size
#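 Human tau K18 P301L (15 uM unlabeled, 0.24 uM Alexa 594-labeled) in 100 mM sodium acetate pH 7 with 20 uM heparin, 6 hr at 37 C. ThT 30 uM added, 1 hr ambient; Alexa 594 FP and total fluorescence read at 555/632 nm.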
# GAA inh = blocks human lysosomal alpha-glucosidase; Potency, µM (highest dose often 76.9 µM), inactives show at the top dose activity change, negative = inhibition, hits mostly inhibitors; actives 0.005% (n = 200,000); purified human GAA, 4-MU-alpha-glucoside fluorescence;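 also: plate controls were uninhibited enzyme wells for no effect and no-enzyme background for full effect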
#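 Human alpha-glucosidase, 4 nM, pre-mixed with test compounds before 400 uM 4-methylumbelliferyl substrate; 20 min room temperature at pH 5.0. Fluorescence read after pH 10 stop; AC50 values from Hill-equation fits.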
# Numbers without * were called inactive; ? = inconclusive; . = no result given; [ ] = remark or other dose. Unless noted, calls follow the shape of the dose curve; as a rule, active = well fitted curve in the direction sought with a large enough effect; inconclusive = small, poorly fitted or top-dose-only effect, or another doubt; inactive = no such curve, though single readings can be large; an effect the other way counts as inactive or inconclusive. Potency is read from the fitted curve at half-maximal effect.
SMILES,Epigenetic derep,GAA glycogen mod,aGal spleen mod,ALDH1A1 block,NPSR antag,GAA spleen mod,Tau fluor counter,GAA inh
COC(=O)[C@@]1(Cc2ccccc2)[C@H]2c3cc(C(=O)N4CCCC4)n(Cc4c(CO)[nH]cc(C)c4=O)c3C[C@H]2CN1C(=O)c1ccccc1,1.6%,.,9%,-2%,.,7%,-23%,.
O=C(C/C(=N\NC(=O)c1ccccc1Br)C(F)(F)F)c1cccs1,0.0%,13%,0%,-13%,11%,-7%,-25%,-5%
O=C1N(Cc2cccc(Cl)c2)C[C@@H]2C[C@@H](c3c[nH]c4ccccc34)N3CCC[C@@]123,-0.2%,16%,-2%,?,53%,-2%,-17%,.
O=C1CCCC/C1=N\Nc1ccc(C2CCCCC2)cc1,-4.4%,?,7%,.,-1%,3%,-11%,.
CCOC(=O)c1cn2nc(Oc3cccc(C(F)(F)F)c3)ccc2n1,2.1%,6%,0%,.,-10%,0%,4%,.
Cc1ccc(NC(=S)NNC(C)(C)C)cc1,?,?,0%,-3%,?,-2%,-7%,1%
O=C(Oc1c(Cl)cc(Cl)c2cccnc12)c1ccco1,?,-5%,-4%,?,?,-6%,-26%,-7%
CCOC(=O)c1sc2nc(C)nc(SCC(N)=O)c2c1C,1.0%,-9%,4%,12%,-58%,8%,13%,2%
COCCNCC(=O)Nc1nc(C)cs1,0.5%,5%,-1%,?,15%,5%,-4%,-15%
Cc1c(NC(=O)CCN2C(=O)c3ccccc3C2=O)c(=O)n(-c2ccccc2)n1C,-1.1%,22%,-3%,1%,-16%[46.1 µM],-21%,-7%,-5%
COc1cccc(NC(=O)Nc2ccncc2)c1,-3.1%,6%,-8%,?,-4%,1%,-11%,1%
COc1ccc(-c2cc3nc(C)c(CCC(=O)N4CCN(c5ccccn5)CC4)c(C)n3n2)c(OC)c1,1.0%,-1%,3%,196%[activator],-4%,1%,-1%,?
COc1cc(CNCCNC(=O)c2cccs2)cc(OC)c1OC,2.1%,14%,4%,-2%,-10%,5%,2%,3%
O=C1OC(Nc2ncccn2)c2ccccc21 (stereo unspecified),-0.4%,10%,-16%,11%,5%[46.1 µM],4%,-6%,-4%
O=C(Nc1ccc2oc(-c3ccc(Cl)c(Cl)c3)nc2c1)c1ncn[nH]1,1.8%,-2%,0%,-22%,-4%[46.1 µM],1%,-3%,0%
COC(=O)c1ccc(C2C(C(=O)Nc3ccccc3C)=C(C)Nc3ncnn32)cc1 (stereo unspecified),-3.4%,-5%,5%,-6%,13%[7.67 µM],2%,-4%,-10%
COC(=O)CCC(=O)Nc1cc(Cl)cc(Cl)c1,0.1%,3%,-20%,-14%,-16%,-1%,-11%,-5%
CCN1CCCC(OC(=O)Nc2ccccc2)C1 (stereo unspecified),0.0%,-4%,0%,3%,-10%[46.1 µM],-3%,-5%,-2%
CC(C)(C)OC(=O)NC(CCNC=C1C(=O)OC(C)(C)OC1=O)C(=O)O (stereo unspecified),0.0%,4%,-7%,-1%,-1%[46.1 µM],-2%,9%,-4%
COc1ccccc1CNc1cc(C)ccc1C,-2.3%,2%,-10%,-2%,0%[46.1 µM],-5%,-18%,?
O=C(NC1CCCCC1)C(c1ccc(Cl)cc1)N(C(=O)c1cnccn1)c1ccc2c(c1)OCO2 (stereo unspecified),0.9%,1%,4%,17%,-10%[46.1 µM],-13%,-17%,-2%
CC(C)(C)NC(=O)CN(C(=O)Cn1nnc(-c2ccccc2F)n1)c1cccc2c1CCCC2,-1.1%,-2%,4%,-14%,?,-7%,-5%,-12%
Nc1ccc(C(=O)C(=O)c2ccc(N)cc2)cc1,0.0%,-7%,-4%,.,-6%,-6%,-11%,.
COc1ccc(-c2cc(C(F)(F)F)nc(SCC(=O)Nc3ccc4c(c3)OCO4)n2)cc1OC,?,0%,7%,?,6%,-2%,-29%,1%
C/C(CC(=O)Nc1cccnc1)=N\NC(=O)C(C)Oc1ccc(Cl)cc1Cl (stereo unspecified),3.7%,-3%,6%,.,34%,6%,-19%,.

# Full records, looked up by structure. Values in the order: Epigenetic derep, GAA glycogen mod, aGal spleen mod, ALDH1A1 block, NPSR antag, GAA spleen mod, Tau fluor counter, GAA inh
# Results for CC(C)(C)NC(=O)CN(C(=O)Cn1nnc(-c2ccccc2F)n1)c1cccc2c1CCCC2 = -1.1%, -2%, 4%, -14%, ?, -7%, -5%, -12%
# Results for COC(=O)[C@@]1(Cc2ccccc2)[C@H]2c3cc(C(=O)N4CCCC4)n(Cc4c(CO)[nH]cc(C)c4=O)c3C[C@H]2CN1C(=O)c1ccccc1 = 1.6%, ., 9%, -2%, ., 7%, -23%, .
# Results for Cc1ccc(NC(=S)NNC(C)(C)C)cc1 = ?, ?, 0%, -3%, ?, -2%, -7%, 1%
# Results for CCOC(=O)c1cn2nc(Oc3cccc(C(F)(F)F)c3)ccc2n1 = 2.1%, 6%, 0%, ., -10%, 0%, 4%, .

# Later entries:
SMILES,Epigenetic derep,GAA glycogen mod,aGal spleen mod,ALDH1A1 block,NPSR antag,GAA spleen mod,Tau fluor counter,GAA inh
CCOC(=O)N1CCN(c2cc(NCCO)c([N+](=O)[O-])c3nonc23)CC1,-0.5%,4%,5%,-2%,-6%,-6%,3%,-3%
CCOc1ccccc1OCC(=O)O,4.9%,7%,?,-3%,-19%[7.67 µM],-13%,22%,-1%
CCOc1ccc2nc(SCC(=O)N3c4ccccc4Sc4ccccc43)sc2c1,0.0%,3%,8%,3%,-25%,10%,3%,0%
O=C(CSc1nnc(Cc2cc(=O)[nH]c(=O)[nH]2)n1-c1ccccc1)N1CCCC1,0.8%,4%,-1%,0%,0%[46.1 µM],-5%,4%,9%
O=C(COc1cccnc1[N+](=O)[O-])Nc1ccc2c(c1)OCO2,1.1%,-10%,1%,9%,-11%,6%,-4%,.
CCOC(=O)C(C(=O)OCC)C(C[N+](=O)[O-])c1ccccc1 (stereo unspecified),0.0%,-6%,4%,-6%,0%,2%,-15%,2%
CCN(CC)c1ccc2cc(C(=O)Nc3cccnc3N3CCOCC3)c(=O)oc2c1,-5.3%,5%,-29%,11%,-8%[46.1 µM],6%,3%,0%
CCOCCCNC(=O)CN1C(=O)CSc2cc(S(=O)(=O)N3CCCCCC3)ccc21,-0.3%,4%,1%,10µM*,-11%[46.1 µM],0%,-9%,?
Cc1ccc2nc(SCn3nnc4ccccc4c3=O)[nH]c2c1,1.3%,13%,-2%,-11%,-6%[46.1 µM],-8%,-8%,-2%
CCCS(=O)(=O)N1CCc2cc(OC)c(OC)cc2C1,0.0%,-6%,0%,-12%,3%[46.1 µM],-2%,-6%,4%[15.4 µM]
Cc1ccc(-c2n[nH]c(=S)c3ccccc23)cc1,10%,2%,-23%,0.35µM*,-30%,-14%,3%,9%
Cc1cc(C)c(S(=O)(=O)c2ccccc2)c(OC(=O)c2c(F)cccc2F)n1,-0.4%,6%,-6%,-4%,-8%,-1%,0%,-5%
CCOC(=O)Cn1c(=O)oc2cc(S(=O)(=O)NCC3CCCO3)ccc21 (stereo unspecified),-0.2%,-6%,7%,1%,-4%[46.1 µM],13%,-12%,-7%
CC(C)CCN1CCN(Cc2ccc(N3CCNC3=O)cc2)CC1CCO (stereo unspecified),2.3%,-5%,6%,-15%,-10%,2%,-6%,-8%
CCCCCCCCNC(=O)c1cnsn1,-0.9%,9%,-3%,13%,-13%,1%,6%,2%
COc1ccccc1NC(=O)c1cccnc1,0.7%,17%,1%,8%,-18%[46.1 µM],1%,2%,15%
O=S1(=O)N=C(Nc2ccc(O)c(CN3CCCCC3)c2)c2ccccc21,-1.6%,1%,-1%,10%,-14%[46.1 µM],-7%,-8%,-13%
COc1ccccc1-c1cc2nc(C)cc(C)n2n1,2.3%,2%,2%,?,0%,2%,-4%,?
O=C(Nc1cccc(C(=O)O)c1)/C(=C\c1ccc2c(c1)OCO2)NC(=O)c1ccco1,-0.2%,-9%,-1%,-2%,-1%,7%,2%,-15%
C(/C=C/C=C/Nc1ccccc1)=Nc1ccccc1,4.8%,3%,0%,4%,-4%[46.1 µM],0%,-5%,1%
O=C(NCCN1CCOCC1)c1cn(-c2ccccc2)nc1-c1cccs1,-0.3%,4%,6%,?,-5%[46.1 µM],-1%,-13%,-7%
CS(=O)c1ccccc1COC(=O)Nc1cccc(Cl)c1 (stereo unspecified),-1.2%,0%,1%,39%[activator],1%[46.1 µM],0%,-7%,3%
CC[n+]1c(S(=O)(=O)[O-])ccc2ccc(C)cc21,-1.0%,-13%,-6%,2%,3%[46.1 µM],-6%,2%,-2%
Cc1ccccc1CNC(=O)Cc1cccs1,-0.2%,-3%,-8%,5%,9%,-2%,-4%,-7%
CCc1c(C)c(C#N)c2nc3ccccc3n2c1NCC1CCCO1 (stereo unspecified),0.6%,-10%,11%,3%,?,3%,-2%,0%

# The list continues:
SMILES,Epigenetic derep,GAA glycogen mod,aGal spleen mod,ALDH1A1 block,NPSR antag,GAA spleen mod,Tau fluor counter,GAA inh
COc1ccc(C[C@H]2CN3C(=NC[C@@H]3Cc3ccccc3)N2CCNC(=O)CCC2CCCCC2)cc1,0.0%,-5%,7%,-11%,?,4%,2%,.
Cn1c(=O)c2[nH]c(CN(Cc3ccccc3)Cc3ccccc3)nc2n(C)c1=O,1.9%,4%,-23%,?,-14%[46.1 µM],-9%,3%,-1%
O=C(COc1ccccc1Cl)Nc1cc(Cl)ccc1Oc1ccccc1,0.6%,-6%,-1%,2%,-20%[46.1 µM],7%,-8%,-4%
COc1ccc(NC(=O)C2CC(=O)OC2(C)C)cc1 (stereo unspecified),-2.6%,1%,2%,12%,-4%[46.1 µM],7%,-14%,0%
CC(=O)Nc1sc(NC(=O)c2ccc(Cl)cc2)nc1-c1cccs1,-1.2%,-23%,8%,-9%,-22%[46.1 µM],-2%,-25%,4%
CCOC(CNC(=O)Cc1c(C)nc2c(-c3ccccc3)c(C)nn2c1C)OCC,-3.1%,-7%,21%,-4%,-8%,-5%,8%,1%
Cn1c(Cn2c(=O)sc3ccccc32)nnc1SCC(=O)NCCc1ccccc1,0.0%,0%,2%,0%,5%[46.1 µM],-4%,-1%,-21%
Cc1ccc(C(=O)c2ccc(CC(=O)O)n2C)cc1,-0.3%,.,3%,2%,.,-12%,-2%,.
COc1cccc(-c2cn3nc4c(nc3n2)CCCC4)c1,-1.2%,4%,-9%,?,-9%[46.1 µM],-5%,-29%,-19%
CC(=O)c1cnc2nc(C)nn2c1C,3.1%,-3%,2%,-3%,3%[46.1 µM],0%,9%,5%
CC(=O)c1c(C)[nH]c(C(=O)NCc2ccc(F)cc2)c1C,-0.3%,-7%,-5%,2%,6%,0%,-4%,0%

# A portion of the library (hit frequency here may not be typical).
